Screens from PubChem BioAssay.
p53 reactivation: qHTS assay for re-activators of p53 using a Luc reporter | H1299 p53-A138V BP100-luciferase reporter, luminescence, 24 h | Potency, µM (series often up to 92.2 µM), without a hit: at the highest dose activity change, positive = activation, actives largely listed as activators | 320,000 compounds, 0.063% hits | AID 504706, 2011; note: potency is the fitted concentration of half-maximal effect; % of control where 0% means no effect; nearly all actives have a fitted effect of over 45% in size
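H1299 (p53-null), stable ts p53-A138V + BP100-Luc; 1000 cells/well, Opti-MEM/10% FBS; cpd 4 pt, 1:5; 24 h, 37 deg C, 5% CO2; detection reagent 10 min RT; luminescence.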
B2AR arrestin: qHTS assay of beta-arrestin-biased ligands of beta2-adrenergic receptor. Beta-2 adrenergic receptor (Homo sapiens), P07550. beta-arrestin recruitment to beta2AR, cell-based reporter. Potency, µM (top dose mostly 46.1 µM), for the others: at the top dose activation, usual class: activators. 330,000 compounds, 0.02% hits;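 note: potency is the fitted concentration of half-maximal effect; 0% = DMSO controls and full agonism = EC100 isoproterenol or metaproterenol; nearly all actives have a fitted effect of over 65% in size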
Integrin act MD: qHTS for Activators of Integrin-Mediated Alleviation for Muscular Dystrophy; alpha7betagal myoblasts, beta-gal FDG fluorescence, 48 h; Potency, µM (top dose mostly 38.3 µM), for the others: top-dose activation, most hits filed as activators; 350,000 compounds, 0.064% hits;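 note: potency is the fitted concentration of half-maximal effect; 100% = response of the positive control SU9516; nearly all actives have a fitted effect of over 60% in size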
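alpha7betagal+/- myoblasts (passage 13, 250/well) treated 48 h at 37C with compounds at 1:260 dilution of DMSO stock. Lysed, then beta-galactosidase activity read as FDG fluorescence (ex 480/em 540) after 30 min, with pre-read for autofluorescence.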
MLL CXXC-DNA inh: qHTS Fluorescence Polarization Assay for Inhibitors of MLL CXXC domain - DNA interaction | 290,000 compounds, 0.037% hits | Histone-lysine N-methyltransferase 2A (Homo sapiens), Q03164 | MLL-CXXC / FITC-HOXA9 DNA fluorescence polarization | AID 2662, 2010 | Potency, µM (highest dose often 115 µM), for inactives: at the top dose activity change, negative = inhibition, usual class: inhibitors; active = well fitted inhibition curve with a large enough effect in the polarisation, with a control signal flat, not every such curve was filed as active; inconclusive = small, poorly fitted or top-dose-only effect, or effect the other way, or a change in a side signal; inactive = no such curve, though single readings can be large or run the other way; the % refers to the polarisation; note: potency is the fitted concentration of half-maximal effect
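Steps: dispense CXXC domain solution (7 uM) → pin compounds or unlabeled HOX-A9 DNA control → 5 min ambient → add FLSN-HOX-A9 solution (50 nM) → spin → 30 min ambient → fluorescence polarization. Tris pH 7.5/NaCl/DTT/BSA buffer.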
TRPV1 agonist: HTS Assay for Compounds that Act as Agonists of the Vanilloid Receptor 1; Transient receptor potential cation channel subfamily V member 1 (Homo sapiens), Q8NER1; TRPV1-expressing cells, Fluo-8 calcium influx, agonist mode; activation, % at 8.33 µM; 320,000 compounds, 0.19% hits; in the data active = activation above about 80%; inconclusive = between about 30% and that limit; note: 0% is about no effect
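Cells expressing TRPV1 were dye-loaded with Fluo-8 and read kinetically: 10 s baseline, 3 min after compound (agonist portion), then 2 min after EC20 capsaicin (allosteric enhancer portion). Calcium-bound dye fluorescence at 480/520 nm.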
BRCA1 expr act: qHTS Assay to Identify Small Molecule Activators of BRCA1 Expression; Potency, µM (highest dose often 46.1 µM), without a hit: at the top dose activation, most hits filed as activators; 380,000 compounds, 1.1% hits; MCF7-BRCA1-FFLuc reporter, luminescence, 48 h; response scale: scaled: vehicle 0%, 10 µM genistein 100%; note: potency is the fitted concentration of half-maximal effect; nearly all actives have a fitted effect of over 80% in size; some results filed as inactive show a strong effect at the top dose
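Luminescence from a BRCA1-driven firefly luciferase in MCF7 cells was read after 48 h compound exposure at 37 C. Data normalized against DMSO and a 10microM genistein activation control, then curve-fitted across the titration.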
TSG101-PTAP inh: qHTS Assay for Iinhibitors of HIV-1 Budding by Blocking the Interaction of PTAP/TSG101; Tumor susceptibility gene 101 protein (Homo sapiens), Q99816; Potency, µM (highest dose often 115 µM), for inactives: top-dose activity change, negative = inhibition, actives largely listed as inhibitors; 340,000 tested, under 10 active; Fluorescence polarization, FITC-PTAP peptide / Tsg101 binding; active = well fitted inhibition curve with a large enough effect in the main read-out, with a control signal flat, not every such curve was filed as active; inconclusive = small, poorly fitted or top-dose-only effect, or effect the other way, or a change in a side signal; inactive = no such curve, though single readings can be large or run the other way; note: potency is the fitted concentration of half-maximal effect; % of control where 0% means no effect
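Fluorescence anisotropy tracks displacement of a FITC-tagged PTAP peptide (50 nM) from the Tsg101 binding domain (10 uM), following a 20 min room-temperature incubation at pH 7.5.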
A-T KAP1 phos: qHTS Assay for Identifying a Potential Treatment of Ataxia-Telangiectasia; […] A-T fibroblasts, KAP-1 phosphorylation AlphaLISA; neocarzinostatin DNA damage 30 min before lysis; Potency, µM (top dose mostly 57.5 µM), without a hit: at the top dose activation, most hits filed as activators; 320,000 compounds, 0.19% hits; AID 485349, 2010; note: potency is the fitted concentration of half-maximal effect; % of control where 0% means no effect; nearly all actives have a fitted effect of over 45% in size
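hTERT-immortalized A-T patient fibroblasts ([…]), 500 cells/well in OPTI-MEM, 1% FBS, got compounds for 60 min, then NCS for 30 min at 37C. Lysates were then assayed for phospho-KAP-1 by AlphaLISA (anti-pKAP1 donor, anti-KAP1 acceptor beads), 6 hr at 25C.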
ELG1 DNA repair: qHTS screen for small molecules that inhibit ELG1-dependent DNA repair in human embryonic kidney (HEK293T) cells expressing luciferase-tagged ELG1. HEK293T ELG1-luciferase reporter, luminescence, 16 h; DNA damage induced by 5-fluorouridine. Potency, µM (titrated, usually from 46.1 µM), for the others: at the top dose activity change, negative = inhibition, actives largely listed as inhibitors. 330,000 compounds, 2.3% hits. AID 504467, 2011; note: potency is the fitted concentration of half-maximal effect; % is set by controls: 0 for no effect and ±100 for the full control effect; nearly all actives have a fitted effect of over 55% in size
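HEK293T cells expressing luciferase-tagged ELG1 (2,000/well) received 5-Fluorouridine plus compound or DMSO for 16 hr at 37 °C. Luciferase was read by ONE-Glo luminescence after 30 min at room temperature.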
TCR activator: Activators of T cell receptors: qHTS campaign | 330,000 tested, under 10 active | primary human leukocytes, anti-CD3, IL-2 HTRF, 48 h | Potency, µM (doses to about 9.22 µM), for the others: at the highest dose activation of IL-2 secretion, actives largely listed as activators; note: % of control where 0% means no effect
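Compounds are tested in HTS on primary human leukocytes co-incubated with a-CD3 beads for 48 hr. IL-2 output is measured by time-resolved FRET.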
* = called active by the depositor; ? = inconclusive; nt = not tested or not shown; & = joins results of further samples; [ ] = dose if it differs, or a comment. Unless noted, calls come from the whole dose curve; as a rule, active = well fitted curve in the direction sought with a large enough effect; inconclusive = small, poorly fitted or top-dose-only effect, or another doubt; inactive = no such curve, though single readings can be large; an effect the other way counts as inactive or inconclusive. Some of the compounds tested; the hit share may differ from the screen's.

Molecule | TRPV1 agonist | p53 reactivation | A-T KAP1 phos | ELG1 DNA repair | B2AR arrestin | MLL CXXC-DNA inh | TCR activator | Integrin act MD | BRCA1 expr act | TSG101-PTAP inh
O=C1C2(c3ccccc3)CN3CN(C2)CC1(c1ccccc1)C3 | 2 | 4% | nt | 11% | 0.3% | -14% | 5% | -7% | -5% | -1%
S=C(c1ccc(Cl)cc1)N1CCOCC1 | 1 | -3% | -8% | 1% | -0.4% | 0% | 2% | -7% | 15% | -9%
CC(C)c1ccc(N2C(=O)NC(=O)/C(=C\C=C\c3ccco3)C2=O)cc1 | 5 | 0% | -6% | ? | 0.1% | ? | 6% | 0% | -83% | -7%
CC(C)(C)N1C(=O)NC(=O)/C(=C\c2ccc3c(c2)CCN3CCCCl)C1=O | 7 | -3% | 24% | 5% | -0.7% | 36%[activator] | -4% | -2% | 21% | -3%
CCCCC(=O)N/N=C/c1c(O)n(Cc2ccco2)c(=O)[nH]c1=O | -3 | 18% | -9% | 15% | -1.8% | 38%[activator] | -5%[46.1 µM] | 14% | -21% | -2%
CCCCCn1c(=O)c(C(=O)NCc2ccccn2)c(O)c2ccccc21 | 0 | -4% | 4% | -16% | -0.1% | -3% | -6% | -4% | -66% | -6%
CCCCCCN1CCN(c2ccccc2Cl)CC1 | -2 | -1% | 6% | -4% | 0.1% | 3% | 4% | -27% | -5% | -3%
C=CCn1c(O)c(/C(C)=N/NC(=S)Nc2ccccc2)c(=O)[nH]c1=O | 3 | 9% | -1% | ? | -0.3% | -7% | 2% | -20% | -8% | -10%
CC(C)OC(=O)c1c(N)n(Cc2ccco2)c2nc3ccccc3nc12 | 5 | -1% | nt | 8% | -0.8% | -7% | -6% | -31% | -24% | -5%
CN1C2CCC1CC(=NO)C2 | -3 | -1% | 0% | 10% | -0.2% | -8% | 7% | -12% | 23% | 0%
Cc1cccc(NP(=O)(Oc2ccccc2F)Oc2ccccc2F)c1 | 17 | -4% | 4% | 18µM* | -1.4% | 28% | 2% | 6% | nt | ?
COc1cc2c(cc1OC)-c1c(OC)c(OC)c(OC)c3ccnc(c13)C2=O | -1 | -12% | ? | 6.5µM* | 4.0% | ? | 1% | -15% | -45% | -14%
CCOc1ccc(N2C(=O)NC(=O)/C(=C\c3ccc(N4CCCCC4)o3)C2=O)cc1 | -2 | 1% | 7% | ? | -0.2% | ? | 6%[46.1 µM] | -7% | -7% | ?
CC(=O)OC1C(O)C(C)OC(OC2C(OC(=O)C3CCC4C(C3)OC3(CC(OC(=O)/C=C/c5ccccc5)C(C)CO3)C43CO3)OC(C)C(O)C2OC(C)=O)C1O (stereo unspecified) | nt | nt | nt | nt | nt | nt | -7% | ? | nt | -4%
CC(=O)OC1(c2ccccc2)CCN(C2CCCCC2)CC1C (stereo unspecified) | 0 | 3% | 3% | -6% | -0.5% | -3% | -3% | -27% | 25% | -4%
O=C(O)C1C2CCC(O2)C1C(=O)Nc1cccc(Br)c1 (stereo unspecified) | -1 | -1% | 1% | 15% | -0.1% | -1% | -2% | -29% | -10% | -7%
CCCNC(=O)Cn1cnc2sc(C(=O)N3CCC4(CC3)OCCO4)c(C)c2c1=O | 1 | 4% | 8% | 5% | 0.0% | 2% | -1% | -7% | 3% | 0%
O=C(NCc1ccccc1)c1cccn(Cc2cccc(Cl)c2)c1=O | ? | -6% | 11% | -8% | -0.5% | 9% | -3% | -18% | -7% | -4%
O=C1NC(=O)N(Cc2ccccc2)C(=O)/C1=C\N1CCCc2ccccc21 | 0 | 14% | nt | 29% | -0.3% | 3% | -1%[46.1 µM] | 13% | -16% | -1%
CN(Cc1c[nH]c2ccccc12)C1CCCCC1 | 2 | -18% | -9% | ? | -0.3% | 0% | -4% | -71%[inhibitor] | -54% | 0%
Cc1cc(OCCCC(=O)NCc2cccs2)ccc1Cl | ? | nt | -5% | -1% | -0.7% | -5% | -7%[46.1 µM] | -10% | 5% | -1%
COC(=O)C1=C(c2cccc(OC)c2OC)C[C@@H]2CC[C@H]1N2C(=O)NCCS(C)=O (stereo partly specified) | nt | nt | nt | nt | nt | nt | 10% | -6% | 8% | 0%
NC(=O)CN1CC(c2ccccc2)CC1=O (stereo unspecified) | 1 | -16% | 3% | 1% | 0.2% | 9% | 2% | -21% | 0% | 0%
CCCCCn1c(=O)c(C(=O)Nc2nc3ccccc3[nH]2)c(O)c2ccccc21 | -4 | 1% | -7% | ? | -0.3% | -11% | -21% | -4% | -8% | 0%
CCc1ccccc1N1C(=O)NC(=O)/C(=C\c2cc(C)n(C)c2C)C1=O | -5 | -6% | -4% | 6% | -1.1% | 10% | -2%[46.1 µM] | -1% | -27% | 0%
C[C@H]1CCC/C=C/[C@@H]2C[C@H](O)C[C@H]2[C@@H](O)/C=C/C(=O)O1 | nt | nt | nt | nt | nt | nt | -3% | -17% | nt | -5%
Cc1nc2c(c(=O)[nH]1)C(c1ccc([N+](=O)[O-])cc1)c1c(c3ccccc3oc1=O)O2 (stereo unspecified) | -3 | -3% | 4% | ? | 0.3% | 6% | -3% | -26% | -2% | -3%
CNC(=O)O/N=C/c1nn(C(=O)C(C)(C)C)cc1Br | 1 | 7% | -3% | ? | 0.9% | 6% | -4% | 9% | -32% | -2%
c1cncc(CNC2CCCCC2)c1 | 2 | ? | -7% | -2% | 0.1% | 16% | -1% | -14% | 13% | 0%
Cn1c(O)c(/C=C2\N=c3ccccc3=C2CCNC(=S)NC2CC2)c(=O)n(C)c1=O | 0 | -7% | 7% | ? | 0.3% | -29% | -3% | 0% | -50% | 0%
CCOP(=O)(OCC)C(NC(=O)NC)C(N)=O (stereo unspecified) | -7 | -3% | 6% | ? | 0.0% | 8% | -6% | -13% | 3% | -3%
CC(C)CC(=O)NC(Oc1ccc(Cl)cc1)C(Cl)(Cl)Cl (stereo unspecified) | 8 | 2% | 2% | 8% | 0.0% | -1% | 1% | -27% | -7% | -2%
COc1cccc(-n2c(/C=C/c3ccc(O)c(O)c3)nc3ccccc3c2=O)c1 | 9 | -5% | -4%[11.5 µM] | 8.2µM* | 0.6% | ? | -6% | -12% | -47% | 2%
CC(C)(C)P(=O)(N1CCOCC1)N1CCOCC1 | 0 | 4% | 1% | 8% | 0.2% | 15% | -3% | 17% | 14% | 1%
ClC1=C(Cl)C2(Cl)C3C(Cl)C=CC3C1(Cl)C2(Cl)Cl (stereo unspecified) | 1 | 0% | 40µM* | 15% | 0.1% | nt | -9% | nt | -5% | -1%
C[C@]12CCC3C(CC[C@H]4C[C@@H](O)CC[C@]34C)C1CC[C@@]2(O)C(F)(F)F (stereo partly specified) | nt | 9% | 29% | 2% | -0.4% | nt | nt | nt | nt | nt
C=C(CO)CC1CC(O)[C@]2(C)OC3CC4OC5C[C@]6(C)O[C@]7(C)CCC8OC9C[C@]%10(C)OC%11C(C)=CC(=O)OC%11CC%10OC9C[C@@H](C)C8OC7CC6O[C@]5(C)C/C=C\C4OC3CC2O1 (stereo partly specified) | 3 | 4% | -10% | -20% | -0.1% | ? | 8% | -6% | 0% | -4%
O=C(N/N=C/c1c(O)n(CCC2=CCCCC2)c(=S)[nH]c1=O)c1ccccc1 | ? | 30% | 5% | ? | -1.7% | 13% | 2%[46.1 µM] | 20% | -51% | -1%
CC1CN(c2ccc([N+](=O)[O-])c(N3CCCCC3)c2)CCN1 (stereo unspecified) | 8 | -3% | -8% | 6% | -0.2% | -9% | 4% | 12% | -8% | 0%
O=c1[nH]c(Cl)ccc1CN1CCOCC1 | -3 | -2% | 8% | 5% | 0.2% | nt | 4% | 6% | -8% | -1%
C[C@]12CCC(=O)C=C1CC[C@@H]1[C@@H]2CC[C@]2(C)C(=O)CC[C@@H]12 | ? | 2% | -5% | 3% | -0.1% | 13%&-5%&11% | -10% | nt | 0% | 1%
CCCCN=Cc1c(O)n(-c2c(C)cc(C)cc2C)c(=O)[nH]c1=O | 1 | -3% | 2% | 0% | -0.2% | 22% | -1% | -17% | 2% | -6%
C=CC[C@@H](CC(=O)N[C@H](CO)Cc1ccccc1)C(=O)NCCOC(=O)[C@@H](CC=C)Cc1ccc(F)cc1 | nt | -4% | 4% | ? | -0.7% | nt | 1% | 22% | -7% | -1%
CC(=O)c1cccc(NC(=O)N2C[C@H]3C[C@@H](C2)c2cccc(=O)n2C3)c1 | 2 | nt | 3% | 7% | -0.5% | 3% | -2% | 11% | 13% | -2%
